USP17 inh = blocks human USP17 ubiquitin-rhodamine cleavage; purified USP17, Ub-rhodamine cleavage fluorescence, 3 h; inhibition, % at 50 µM; actives 6.5% (n = 47,000); AID 1645855
OTUD3 inh = blocks human OTUD3 ubiquitin-rhodamine cleavage. Q5T2D3. purified OTUD3, Ub-rhodamine fluorescence, 2 h. inhibition, % at 25 µM. actives 0.7% (n = 47,000). AID 1645858
Target sequence (Q5T2D3 whole entry, looked up): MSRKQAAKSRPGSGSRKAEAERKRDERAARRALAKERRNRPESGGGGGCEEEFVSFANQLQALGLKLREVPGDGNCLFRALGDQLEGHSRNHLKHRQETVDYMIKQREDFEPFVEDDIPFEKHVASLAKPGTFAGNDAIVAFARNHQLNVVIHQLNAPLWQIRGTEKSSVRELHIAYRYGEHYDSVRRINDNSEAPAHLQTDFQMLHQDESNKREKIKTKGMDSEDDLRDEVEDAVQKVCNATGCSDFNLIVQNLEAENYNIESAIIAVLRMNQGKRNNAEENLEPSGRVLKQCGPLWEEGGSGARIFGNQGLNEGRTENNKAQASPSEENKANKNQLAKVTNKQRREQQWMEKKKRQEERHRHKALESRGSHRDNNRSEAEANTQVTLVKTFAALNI
USP7 block = human USP7 deubiquitinase inhibition. Q93009. purified USP7, Ub-rhodamine cleavage fluorescence. inhibition, % at 20 µM. actives 0.3% (n = 47,000)
USP10 inh = blocks human USP10 ubiquitin-rhodamine cleavage; AID 1645856; actives 1.1% (n = 47,000); purified USP10, Ub-rhodamine fluorescence, 60 min; inhibition, % at 20 µM; Q14694
USP28 block = blocks human USP28 ubiquitin-rhodamine cleavage; actives 3% (n = 47,000); AID 1645857; inhibition, % at 25 µM; Q96RU2; purified USP28, Ub-rhodamine cleavage fluorescence, 30 min
UCHL1 inh = blocks human UCHL1 ubiquitin-rhodamine cleavage; inhibition, % at 20 µM; purified UCHL1, Ub-rhodamine cleavage fluorescence; actives 0.2% (n = 47,000); AID 1645859; P09936
USP8 inh = inhibitors of human USP8 deubiquitinase; inhibition, % at 20 µM; purified USP8, Ub-rhodamine cleavage fluorescence, 30 min; actives 4.2% (n = 47,000); P40818
USP30 block = blocks human USP30 ubiquitin-rhodamine cleavage; Q70CQ3; purified USP30, Ub-rhodamine cleavage fluorescence; inhibition, % at 25 µM; actives 5.3% (n = 47,000)
Target sequence (Q70CQ3 whole entry, looked up): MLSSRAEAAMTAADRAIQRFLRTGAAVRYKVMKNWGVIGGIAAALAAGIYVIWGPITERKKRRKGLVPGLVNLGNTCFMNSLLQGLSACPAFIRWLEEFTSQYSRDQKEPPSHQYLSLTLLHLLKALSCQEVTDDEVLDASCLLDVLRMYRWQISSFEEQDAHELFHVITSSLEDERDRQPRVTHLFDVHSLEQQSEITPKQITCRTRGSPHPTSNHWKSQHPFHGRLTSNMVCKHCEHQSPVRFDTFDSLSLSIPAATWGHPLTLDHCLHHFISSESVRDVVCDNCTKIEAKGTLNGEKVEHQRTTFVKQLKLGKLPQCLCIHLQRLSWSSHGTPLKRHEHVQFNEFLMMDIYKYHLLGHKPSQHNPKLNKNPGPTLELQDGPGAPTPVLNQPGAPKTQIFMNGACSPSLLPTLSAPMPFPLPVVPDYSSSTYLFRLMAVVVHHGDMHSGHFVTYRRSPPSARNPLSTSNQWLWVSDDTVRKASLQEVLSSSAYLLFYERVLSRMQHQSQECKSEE
* = called active by the depositor; i = inactive; · = not tested or not shown. No stated cut-off is given here; in the data, active means inhibition above about 30%; inactive means the rest.

SMILES	USP17 inh	OTUD3 inh	USP7 block	USP10 inh	USP28 block	UCHL1 inh	USP8 inh	USP30 block
Cc1nc(C2(NC(=O)c3cnc(-c4ccccc4)nc3)CCCC2)no1	-5	-1	-2	0	-3	-4	0	0
O=C(COc1coc(CN2CCc3ccccc3C2)cc1=O)Nc1ccccc1F	1	-9	-14	-9	-7	-8	-6	-5
CC1=N[C@@]2(CC[C@@H]3CN(S(C)(=O)=O)C[C@@H]32)C(=O)N1CC1CC1	7	9	8	2	7	1	10	11
O=C(Nc1nc2c(s1)COCC2)c1cc(-c2ccco2)on1	25	18	-27	5	6	7	11	-86
O=C(O)Cc1ccc(OCc2ccc(Cl)nc2)cc1	6	9	1	0	2	0	-4	10
COC(=O)Cn1c(=O)c2c(nc3n2CCCN3c2cccc(C)c2)n(C)c1=O	-2	1	-3	-2	0	-1	-48	2
O=C(OCC(=O)N1CCc2ccccc21)c1ccc(O)cc1	-1	5	4	0	13	2	4	8
CCSc1nc2sc3c(c2c(=O)n1C1CCCCC1)CCN(C)C3	-43	-40	-21	-9	-42	-18	-16	-198
COc1ccc(-n2c(Cc3cccn3C)nnc2SCC(=O)NCc2ccc(F)cc2)cc1	15	-13	-8	-10	-8	-7	-137	-39
COc1ccc(C(=O)N2[C@@H](c3ccccc3)[C@@H](C(=O)O)C[C@]23CCCCNC3=O)cc1	-1	-8	-1	3	-12	-1	-1	-8
Cc1nc2sc3c(SCC(=O)Nc4cccc5ccccc45)ncnc3c2c2c1COC(C)(C)C2	16	5	-1	1	9	1	4	18
O=S(=O)(c1ccc(F)cc1)N1CCC[C@@H](Cn2nnc(-c3cccnc3)n2)C1	9	9	1	0	12	0	13	10
CS(=O)(=O)c1cc(C#N)c(N2CCN(C(=O)c3cc(Cl)nc(Cl)c3)CC2)nc1-c1ccccc1C(F)(F)F	0	2	5	-1	7	0	10	15
COc1ccccc1N1CCN(C(=O)c2cccc(N3C(=O)CCS3(=O)=O)c2)CC1	-4	7	0	1	-2	1	1	-8
COc1ccc(Cc2nc3c4cnn(C)c4ncn3n2)cc1	2	-1	0	1	-6	-3	1	1

Record cards (already shown). Order of screens: USP17 inh	OTUD3 inh	USP7 block	USP10 inh	USP28 block	UCHL1 inh	USP8 inh	USP30 block
`COC(=O)Cn1c(=O)c2c(nc3n2CCCN3c2cccc(C)c2)n(C)c1=O` as listed: -2	1	-3	-2	0	-1	-48	2
`O=C(OCC(=O)N1CCc2ccccc21)c1ccc(O)cc1` as listed: -1	5	4	0	13	2	4	8

The listing picks up, repeating the 3 entries before the break.
SMILES	USP17 inh	OTUD3 inh	USP7 block	USP10 inh	USP28 block	UCHL1 inh	USP8 inh	USP30 block
CS(=O)(=O)c1cc(C#N)c(N2CCN(C(=O)c3cc(Cl)nc(Cl)c3)CC2)nc1-c1ccccc1C(F)(F)F	0	2	5	-1	7	0	10	15
COc1ccccc1N1CCN(C(=O)c2cccc(N3C(=O)CCS3(=O)=O)c2)CC1	-4	7	0	1	-2	1	1	-8
COc1ccc(Cc2nc3c4cnn(C)c4ncn3n2)cc1	2	-1	0	1	-6	-3	1	1
COc1ccc(CC2NC(=O)C3(CCN(C(=O)NCc4ccccc4)CC3)NC2=O)cc1 (stereo not drawn)	23	0	5	1	-6	-1	-55	1
Cn1nc(C2CCCN(Cc3cccc(F)c3)C2)c2nccnc21 (stereo not drawn)	1	5	-7	0	2	3	10	4
COc1cccc(C2c3[nH]c4ccccc4c3C[C@@H]3C(=O)N(C4CCCCC4)CC(=O)N23)c1OC (stereo partly drawn)	-6	-6	-1	-1	-9	0	-3	-27
COc1ccc(C(=O)N2CCC(Oc3ccc(C(=O)N(C)C)cn3)CC2)cc1	-2	-1	1	3	0	0	11	11
Cc1ncoc1C(=O)N1CCCC(c2ncc(Cc3ccccc3Cl)o2)C1 (stereo not drawn)	-14	-12	-7	-5	-8	-4	-17	-27
CCN1C(=O)c2cccc3c(S(=O)(=O)N4CCCC4C(=O)O)ccc1c23 (stereo not drawn)	9	10	2	3	4	-1	17	13
O=S1(=O)C[C@@H](N2CCN(c3ncccn3)CC2)[C@H](S(=O)(=O)c2ccc(F)cc2)C1	1	9	0	-1	1	0	9	-3
C[C@H]1CC[C@@H]2N(CC3[C@@H]4C[C@H]5C(CC(=O)[C@H]6CC(=O)CC[C@@]65C)[C@@H]4CC[C@@H]3[C@]2(C)O)C1 (stereo partly drawn)	15	16	3	0	11	1	24	29
Cc1ccc(C)c(CN2CC(C(=O)NCc3ccncc3)C3(CCOCC3)C2)c1 (stereo not drawn)	12	8	3	-3	16	3	14	16
COc1ccc(N2CCN(Cc3nnnn3Cc3ccc4c(c3)OCO4)CC2)cc1	42*	-5	-8	1	3	-3	-5	53*
COc1ccc(CCNC(=O)CCCCCn2c(=S)[nH]c3ccsc3c2=O)cc1OC	-15	5	1	3	-18	-6	-18	-26
CC(=O)OC(C)(CCC(C)(OC(C)=O)C(C)=O)C(C)=O (stereo not drawn)	5	5	3	4	0	1	9	7
Cc1ccccc1C(=O)Nc1c(-c2ccc3c(c2)OCO3)c(=O)c2ccccc2n1C	-2	-3	0	1	-4	-3	4	-5
Cc1cn[nH]c1CC1CCCN(C(=O)c2noc3c2CCCC3)C1 (stereo not drawn)	1	-4	-1	0	0	1	2	2
O=C1CN(C(=O)CC2CCCCC2)C(c2ccccc2)c2cc(Br)ccc2N1 (stereo not drawn)	12	13	-11	9	25	8	21	41*
O=S(=O)(c1cccnc1)N1CCN(c2ccccc2F)CC1	21	3	-6	1	7	0	12	18
CCS(=O)(=O)N1CC=C[C@H]1C(=O)NCCc1ccccc1	-104	2	1	0	2	0	-1	8
COCCCNC(=O)c1cc2c(=O)n3ccccc3nc2n1Cc1ccccc1	4	12	-3	0	9	2	-2	0
COc1ccc(C2CCN(Cc3cccnc3)CC2)cc1OC	-6	-6	1	-6	-10	-2	-22	-23
COc1ccccc1-c1noc(CCn2c(=O)[nH]c3ccccc3c2=O)n1	1	8	-8	1	4	1	1	1
O=C(NCCc1ccccc1)N1CC[C@@H]2CN(Cc3cccnc3)S(=O)(=O)[C@@H]2CC1	-9	-3	0	-1	-5	-4	1	-2
COc1ccccc1CNC(=O)c1ccc(-n2nc(C)c3c2CCCC3=O)cc1	-4	2	-3	-4	-4	0	1	-5
O=C1C[C@@H]2O[C@H](CNC(=O)[C@@H]3CN(CCN3C(=O)C3CCOCC3)C(=O)[C@@H]3C[C@@H](CN3Cc3ccc(OC(F)(F)F)cc3)N1)[C@@H](O)[C@H]2O	-119	-113	-31	-10	-153	-19	-14	i
COc1cccc(NC(=O)c2ccccc2NC(=O)Cc2ccccc2OC)c1	-2	-11	-2	5	-9	7	-14	-17
CCCN1Cc2cccc(C(=O)NCCc3ccccc3)c2C1=O	0	5	-8	0	31*	1	5	8
COc1ccc(-c2nc3ccccc3o2)cc1NC(=O)/C=C/c1ccccc1	-11	-11	0	0	-17	-4	-11	-44
Cc1ccc(C)c(NC(=O)c2cnc(NCc3ccc4c(c3)OCO4)nc2C)c1	-23	-24	-10	-5	-21	-13	-21	-83
CCC1(c2ccc(F)cc2)NC(=O)N(CC(=O)NCc2ccccc2)C1=O (stereo not drawn)	4	2	-7	0	7	2	2	19
O=C(c1ccc(F)cc1Cl)N(c1ccccn1)C1CCCCC1	·	4	-14	5	12	5	17	27
Cc1ccnc(Sc2ncccc2O)c1	-13	1	0	1	-12	0	-116	4
O=C(CCc1nnc2n(Cc3ccc(F)cc3)c(=O)c3ccccc3n12)NC1CC1	-9	1	-37	0	-1	-1	-6	1
Cc1csc(-c2ccc(N3CCN(C(=O)c4cccc(C#N)c4)CC3)nc2)n1	5	14	-3	5	15	2	2	19
CCc1ccc2[nH]c3c(c(=O)c2c1)CN(CC(=O)NCc1ccc2c(c1)OCO2)CC3	70*	-8	-76	0	19	-67	21	24
O=C(O)CC1C(=O)Nc2c(O)cccc21 (stereo not drawn)	-4	1	2	-1	0	1	1	11
O=C(c1ccc(OCC2CCN(C(=O)c3ccc(F)cc3F)CC2)cc1)N1CCOCC1	-9	1	0	-1	-6	3	-1	-5
CNc1cc(C)nc(C2CN(C(=O)c3ccc4n[nH]nc4c3)CCO2)c1 (stereo not drawn)	9	14	3	5	2	1	1	5
c1cncc(-c2noc(C3CC34CCN(c3nc5ccccc5o3)CC4)n2)c1 (stereo not drawn)	·	5	-1	-1	2	3	8	-4
COc1ccc(OC)c(CCNC(=O)CCC2=NS(=O)(=O)c3ccc(C(F)(F)F)cc3N2)c1	77*	15	6	16	18	1	58*	33*
Cc1cccc(C)c1NC(=O)CN(c1ccccn1)S(=O)(=O)c1ccccc1	0	0	-24	0	5	0	1	20
Cc1cc(-c2cnc(C)nc2C2CCCN(C(=O)C(C)(C)C)C2)on1 (stereo not drawn)	16	14	2	1	15	1	1	23
Cc1cccc2c1N(CC(=O)N1CCC3(CC1)OCCO3)C(=O)C1CCCN1C2=O (stereo not drawn)	4	4	6	2	0	0	0	6
Cc1cc(NC(=O)COC(=O)c2cccc(C)c2O)ccc1Br	37*	-28	4	5	6	1	1	6
CCC(=O)Nc1nc2cc(NC(=O)c3ccccc3F)ccc2s1	-1	-2	-4	-1	4	0	13	-9
CCOc1ccccc1C(=O)N1CCc2[nH]cnc2C12CCCCC2	6	12	1	-8	2	1	7	2
COc1ccc(-c2noc(C(=O)NC3CC(C)(C)NC(C)(C)C3)n2)cc1OC	5	0	4	1	1	0	4	10

Reprinted from the part before: 4 compounds; new compounds follow.
SMILES	USP17 inh	OTUD3 inh	USP7 block	USP10 inh	USP28 block	UCHL1 inh	USP8 inh	USP30 block
Cc1cc(NC(=O)COC(=O)c2cccc(C)c2O)ccc1Br	37*	-28	4	5	6	1	1	6
CCC(=O)Nc1nc2cc(NC(=O)c3ccccc3F)ccc2s1	-1	-2	-4	-1	4	0	13	-9
CCOc1ccccc1C(=O)N1CCc2[nH]cnc2C12CCCCC2	6	12	1	-8	2	1	7	2
COc1ccc(-c2noc(C(=O)NC3CC(C)(C)NC(C)(C)C3)n2)cc1OC	5	0	4	1	1	0	4	10
CN1C(=O)COc2ccccc2C/C=C/C[C@@H]2[C@H]1CCCN2C(=O)CC1CCOCC1	9	9	2	-2	15	0	17	20
COc1ccc(CNC(=O)C2CCN(c3ccncc3)CC2)c(OC)c1	3	-2	0	0	1	0	-10	6
CC1Cc2nc3ccccc3n2CCN1C(=O)c1cccc(N(C)C)c1 (stereo not drawn)	-1	3	-10	2	-4	0	1	0
CCN(CC)C(=O)C1Cn2ccnc2C2(CCN(C(=O)C3CCC3)CC2)O1 (stereo not drawn)	2	5	7	4	5	6	3	11
Cc1ccc2cc(CN(Cc3ccc4c(c3)OCO4)C(=O)Nc3ccc(F)cc3)c(=O)[nH]c2c1	0	-1	6	1	-5	2	12	-3
CC(OC(=O)c1cccc(N(C)C)c1)C(=O)Nc1ncc(Cl)cc1Cl (stereo not drawn)	4	-2	2	-3	-5	75*	11	-27
COc1ccc(NC(=O)C(C)Oc2ccc(Cl)cc2)cc1S(=O)(=O)N1CCCCC1 (stereo not drawn)	5	17	-10	7	21	8	-9	12
CCOC(=O)c1cc(NC(=O)C(C)(C)C)ccc1N1CCOCC1	0	0	0	1	-3	-1	0	-1
COc1ccc(C(=O)c2c(N)c(C#N)c3n2CCC3)cc1OC	-3	6	2	-1	0	0	-9	-5
CC(C)c1ccc(NC(=O)C2CCCN(c3cn[nH]c(=O)c3)C2)cc1 (stereo not drawn)	0	10	2	-3	11	1	-8	13
CC1(C)CC(=O)C2=C(C1)Nc1ccccc1N(C(=O)Cc1ccccc1)C2c1ccc(F)cc1 (stereo not drawn)	4	-7	-4	4	0	1	1	2
COc1ccc(NC(=O)C2CCCN(c3cnc4nccnc4c3)C2)cc1Cl (stereo not drawn)	-145	-182	-72	-8	-247	-50	-132	i
COc1ccc(-c2nc3cc(C(F)(F)F)ccc3n3ccnc23)cc1	-17	-23	3	-5	-27	3	-3	-113
COc1ccc(S(=O)(=O)Nc2cc(C(=O)NCc3ccc(F)cc3Cl)ccc2N2CCOCC2)cc1	2	-3	3	-1	4	4	0	-11
O=C(CC1CC1)N1CCOC2(CCCN(c3ncc(F)cn3)C2)C1 (stereo not drawn)	5	0	2	2	0	1	-2	4
Cn1cncc1C(=O)N[C@@H]1C[C@@H](Oc2ccccc2)[C@H](O)[C@H]1O	0	-2	0	2	-6	0	5	0
C=C1CCOC2(C(O)C(C)(O)CO)NC(=O)C1(O)NC2=O (stereo not drawn)	8	8	5	2	2	2	7	9
COC(=O)c1cc2sccc2n1CC(=O)Nc1cccc(SC)c1	28	2	5	4	17	2	1	36*

Compound activity deposited in PubChem BioAssay by Dana-Farber Cancer Institute and Novartis Institutes for BioMedical Research (Cambridge, Mass).
